# Screening data deposited in PubChem BioAssay by National Center for Advancing Translational Sciences (NCATS).
# Eya2 phos inh – qHTS Assay for Inhibitors of the Phosphatase Activity of Eya2; recombinant Eya2, OMFP fluorescence dephosphorylation (OMFP is methylfluorescein phosphate); Protein phosphatase EYA2 (Homo sapiens), O00167; 330,000 compounds, 0.006% hits; Potency, µM (highest dose often 76.9 µM), inactives show at the top dose activity, negative = inhibition, most hits filed as inhibitors; further: potency means the concentration at half of the fitted maximal effect; on the % scale 0 is the no-effect control and ±100 the full control effect
#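 Eya2 protein (added as 0.2 uM solution) was preincubated with compound for 10 min at ambient temperature in 50 mM HEPES pH 7.5, 50 mM NaCl, 5 uM MgCl2, 0.05% BSA, 1 mM DTT. OMFP (added at 50 uM) then reacted 10 min; fluorescence read at 485/525 nm.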
# a7 integrin act – qHTS for Activators of Integrin-Mediated Alleviation for Muscular Dystrophy; alpha7betagal myoblasts, beta-gal FDG fluorescence, 48 h; Potency, µM (doses to about 38.3 µM), without a hit: at the highest dose activation, actives largely listed as activators; 350,000 compounds, 0.064% hits; AID 624291, 2012;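 further: potency means the concentration at half of the fitted maximal effect; 100% = response of the positive control SU9516; nearly all actives have a fitted effect of over 60% in size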
#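 Alpha7betagal+/- myoblasts (passage 13) were plated 16-24 hr, then exposed to compounds (1:260 dilution of DMSO stock) for 48 hours at 37C. After MPER lysis, β-galactosidase reporter activity was read as FDG fluorescence (ex 480/em 540) after 30 minutes.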
# TSG101-PTAP inh – qHTS Assay for Iinhibitors of HIV-1 Budding by Blocking the Interaction of PTAP/TSG101 | Potency, µM (titrated, usually from 115 µM), inactives show at the highest dose activity change, negative = inhibition, actives largely listed as inhibitors | AID 493005, 2010 | Fluorescence polarization, FITC-PTAP peptide / Tsg101 binding | Tumor susceptibility gene 101 protein (Homo sapiens), Q99816 | 340,000 tested, under 10 active; active means well fitted inhibition curve with a large enough effect in the main read-out, with a control signal flat, not every such curve was filed as active; inconclusive means small, poorly fitted or top-dose-only effect, or effect the other way, or a change in a side signal; inactive means no such curve, though single readings can be large or run the other way; further: potency means the concentration at half of the fitted maximal effect; % of control where 0% means no effect
# Target sequence (Q99816 whole entry, looked up): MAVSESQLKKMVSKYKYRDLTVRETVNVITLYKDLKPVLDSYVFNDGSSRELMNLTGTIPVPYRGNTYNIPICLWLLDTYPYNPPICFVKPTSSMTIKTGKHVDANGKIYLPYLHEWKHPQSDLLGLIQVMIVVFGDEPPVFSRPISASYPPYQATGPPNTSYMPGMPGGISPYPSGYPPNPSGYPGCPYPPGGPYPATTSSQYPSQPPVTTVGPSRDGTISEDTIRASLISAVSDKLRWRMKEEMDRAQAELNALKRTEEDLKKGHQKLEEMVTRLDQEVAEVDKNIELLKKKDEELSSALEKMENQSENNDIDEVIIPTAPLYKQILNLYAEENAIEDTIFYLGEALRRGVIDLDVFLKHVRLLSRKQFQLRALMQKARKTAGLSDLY
#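 FP read-out: FITC-PTAP peptide, 50 nM final, binding Tsg101 binding domain, 10 uM final; 20 min, r.t.; 10 mM HEPES pH 7.5, 0.15 M NaCl, 0.01% Tween 20, 3 mM EDTA, 0.1 mM TCEP.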
# S-ASM inh – Inhibitors of Secretory Acid Sphingomyelinase (S-ASM): qHTS; AID 504937, 2011; Potency, µM (series often up to 57.5 µM), without a hit: at the top dose activity change, negative = inhibition, hits mostly inhibitors; 340,000 compounds, 0.006% hits; placental ASM, HMU-PC fluorogenic substrate, 60 min; Sphingomyelin phosphodiesterase (Homo sapiens), P17405; further: potency means the concentration at half of the fitted maximal effect
# Target sequence (P17405 47-631 limits assumed): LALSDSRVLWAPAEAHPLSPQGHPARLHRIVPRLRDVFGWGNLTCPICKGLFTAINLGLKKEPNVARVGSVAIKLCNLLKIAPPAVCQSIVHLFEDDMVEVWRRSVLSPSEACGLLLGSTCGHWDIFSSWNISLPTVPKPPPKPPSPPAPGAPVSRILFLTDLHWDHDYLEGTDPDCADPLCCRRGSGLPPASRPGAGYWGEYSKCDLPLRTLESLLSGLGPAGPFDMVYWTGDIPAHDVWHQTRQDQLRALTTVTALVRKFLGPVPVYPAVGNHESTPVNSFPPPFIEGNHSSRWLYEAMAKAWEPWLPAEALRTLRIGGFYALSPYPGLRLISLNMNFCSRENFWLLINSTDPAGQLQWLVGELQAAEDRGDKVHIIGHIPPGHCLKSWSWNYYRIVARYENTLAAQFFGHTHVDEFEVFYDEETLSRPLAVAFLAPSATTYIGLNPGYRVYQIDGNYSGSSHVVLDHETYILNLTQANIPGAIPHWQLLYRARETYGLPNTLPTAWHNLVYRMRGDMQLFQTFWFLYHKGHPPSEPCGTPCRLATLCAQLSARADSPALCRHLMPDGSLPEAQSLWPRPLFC
#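 Human placenta-derived ASM preincubated with compound 10 min at room temperature, then reacted with 9 uM (final) fluorogenic HMU-PC substrate for 60 min at 37 C. Stop solution raises pH to 10; fluorescence read at Ex 386/Em 447 nm.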
# B2AR arrestin – qHTS assay of beta-arrestin-biased ligands of beta2-adrenergic receptor; Beta-2 adrenergic receptor (Homo sapiens), P07550; beta-arrestin recruitment to beta2AR, cell-based reporter; Potency, µM (titrated, usually from 46.1 µM), inactives show top-dose activation, hits mostly activators; 330,000 compounds, 0.02% hits; AID 492947, 2010;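 further: potency means the concentration at half of the fitted maximal effect; 0% = DMSO controls and full agonism = EC100 isoproterenol or metaproterenol; nearly all actives have a fitted effect of over 65% in size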
# ELG1 genotoxic – qHTS screen for small molecules that induce genotoxicity in human embryonic kidney (HEK293T) cells expressing luciferase-tagged ELG1; HEK293T ELG1-luciferase reporter, luminescence, 16 h; Potency, µM (series often up to 46 µM), without a hit: at the top dose activity change, positive = activation, hits mostly activators; 330,000 compounds, 1.3% hits; further: potency means the concentration at half of the fitted maximal effect; % of control where 0% means no effect; nearly all actives have a fitted effect of over 60% in size
#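 Luminescence read-out: rising ELG1-luciferase signal, reflecting elevated ELG1 protein under genetic stress, flags genotoxic compounds. Cells were treated for 16 hr at 37 °C before ONE-Glo detection.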
# p53 reactivation – qHTS assay for re-activators of p53 using a Luc reporter | 320,000 compounds, 0.063% hits | H1299 p53-A138V BP100-luciferase reporter, luminescence, 24 h | AID 504706, 2011 | Potency, µM (titrated, usually from 92.2 µM), for inactives: top-dose activity change, positive = activation, hits mostly activators; further: potency means the concentration at half of the fitted maximal effect; % of control where 0% means no effect; nearly all actives have a fitted effect of over 45% in size
#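 p53-null H1299 cells stably carrying temperature-sensitive p53-A138V and a BP100-luciferase reporter were pinned with compounds (4-point, 1:5 series) and held 24 hrs at 37 deg C. Luminescence was read 10 min after detection reagent.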
# BRCA1 expr up – qHTS Assay to Identify Small Molecule Activators of BRCA1 Expression; MCF7-BRCA1-FFLuc reporter, luminescence, 48 h; response scale: scaled: vehicle 0%, 10 µM genistein 100%; Potency, µM (top dose mostly 46.1 µM), without a hit: at the highest dose activation, actives largely listed as activators; 380,000 compounds, 1.1% hits; AID 624202, 2012; further: potency means the concentration at half of the fitted maximal effect; nearly all actives have a fitted effect of over 80% in size; some results filed as inactive show a strong effect at the top dose
#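 Luminescence from a BRCA1-driven firefly luciferase in MCF7 cells was read after 48 h compound exposure at 37 C. Data normalized against DMSO and a 10microM genistein activation control, then curve-fitted across the titration.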
# TRPV1 ag – HTS Assay for Compounds that Act as Agonists of the Vanilloid Receptor 1 | 320,000 compounds, 0.19% hits | activation, % at 8.33 µM | Transient receptor potential cation channel subfamily V member 1 (Homo sapiens), Q8NER1 | TRPV1-expressing cells, Fluo-8 calcium influx, agonist mode; in the data active means activation above about 80%; inconclusive means between about 30% and that limit; further: 0% is about no effect
#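 Cells expressing TRPV1 were dye-loaded with Fluo-8 and read kinetically: 10 s baseline, 3 min after compound (agonist portion), then 2 min after EC20 capsaicin (allosteric enhancer portion). Calcium-bound dye fluorescence at 480/520 nm.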
# uPA surface inh – qHTS for Inhibitors of Cell Surface uPA Generation. cell surface uPA generation assay, qHTS. Potency, µM (top dose mostly 38.3 µM), for inactives: top-dose activity change, negative = inhibition, hits mostly inhibitors. 330,000 compounds, 0.31% hits; active means well fitted inhibition curve with a large enough effect; inconclusive means small, poorly fitted or top-dose-only effect; inactive means no such curve, though single readings can be large or run the other way; tested in mouse RAW 264.7 cells; further: potency means the concentration at half of the fitted maximal effect; on the % scale 0 is the no-effect control and ±100 the full control effect; nearly all actives have a fitted effect of over 55% in size
# USP2a block – qHTS Assay for Inhibitors of Ubiquitin-specific Protease USP2a Using CHOP2 as the Reporter; USP2 core, Ub-CHOP2 coupled fluorogenic reporter, 485/531; Potency, µM (top dose mostly 38.3 µM), for the others: at the highest dose activity change, negative = inhibition, most hits filed as inhibitors; 330,000 compounds, 0.01% hits;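 further: potency means the concentration at half of the fitted maximal effect; plate controls were DMSO wells for no effect and full inhibition by NEM control for full effect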
#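 Deubiquitinase activity read as fluorescence (485/531 nm) after Ub-CHOP2 cleavage activates the enterokinase reporter on its substrate; USP2 core 10nM, Ub-CHOP2 and substrate 25nM each, 30min compound preincubation then 60min RT; data normalized to NEM, curves fitted.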
# Starred values were filed as active, the others as inactive; ? = inconclusive; · = no result given; [ ] = remark or other dose. Unless noted, the call rests on the fitted dose curve; in most records, active means well fitted curve in the direction sought with a large enough effect; inconclusive means small, poorly fitted or top-dose-only effect, or another doubt; inactive means no such curve, though single readings can be large; an effect the other way counts as inactive or inconclusive.
# Value order: uPA surface inh	Eya2 phos inh	B2AR arrestin	S-ASM inh	ELG1 genotoxic	a7 integrin act	p53 reactivation	USP2a block	TRPV1 ag	TSG101-PTAP inh	BRCA1 expr up
> Cc1ccc(C(=O)NC(=S)N2CCN(c3ccc([N+](=O)[O-])cc3)CC2)cc1
 : -3%	3%	0.0%	-7%	-2%	-2%	-2%	2%	-3	-3%	-47%
> O=C(NC12CC3CC(CC(C3)C1)C2)c1ccc([N+](=O)[O-])cc1
 : ?	1%	-0.1%	5%	-6%	?	·	1%	23	-1%	0%
> COc1ccc(OC)c(NC(=O)N2CCCC(C)C2)c1 (centres undefined)
 : -4%	-25%	-0.3%	4%	4%	4%	-4%	0%	4	-1%	-6%
> CC(O)(C#CCN1CCCCCC1)c1ccccc1 (centres undefined)
 : 0%	13%	-0.8%	1%	0%	-15%	3%	1%	-1	0%	0%
> N/N=C(/Cc1nc2ccccc2[nH]1)c1ccc([N+](=O)[O-])cc1
 : -6%	2%	0.2%	-6%	1%	9%	1%	0%	-2	3%	35%
> COc1ccccc1NC(=O)COC(=O)/C=C/c1cccs1
 : 3%	2%	8.5%	-1%	1%	-5%	-2%	-5%	·	0%	1%
> CC1CN(c2nc3ccccn3c(=O)c2C=O)CC(C)O1 (centres undefined)
 : -4%	-1%	0.0%	5%	-1%	17%	0%	1%	-1	-5%	-13%
> COc1ccc(C2/C=C\CN(S(=O)(=O)c3cccs3)CC(=O)N2Cc2ccc(F)cc2)cc1 (centres undefined)
 : 2%	6%	-0.4%	-9%	-2%	9%	-1%	0%	?	1%	2%
> CCC(Oc1ccccc1)C(=O)OCC(=O)N(CC)c1c(N)n(Cc2ccccc2)c(=O)[nH]c1=O (centres undefined)
 : 8%	18%	0.1%	2%	0%	-1%	-6%	0%	-3	-2%	-10%
> CC(C)C(=O)NC(=S)Nc1ccccn1
 : -2%	26%	0.1%	6%	-1%	14%	14%	1%	-2	-5%	9%
> COc1ccc(C(O)(C2CCCCC2)C(CN2CCOCC2)c2ccccc2)cc1 (centres undefined)
 : -15%	-3%	-1.5%	-1%	-8%	-9%	-2%	3%	?	-5%	-34%
> FC(F)(F)c1nc(-c2ccccc2)ncc1-c1nnnn1-c1ccccc1
 : 4%	-12%	-0.4%	-7%	-15%	-11%	-1%	-8%	1	0%	-45%
> O=C(NCCc1ccncc1)Nc1ccccc1
 : -2%	3%	-0.2%	-1%	1%	-7%	1%	0%	5	-2%	2%
> CC(C)OC(=O)CSc1nc2cccnc2n1C1CCCCC1
 : 9%	-3%	-0.1%	0%	3%	-19%	-18%	-3%	0	-2%	-5%
> CC(C)Nc1nc(SC(C)C(=O)Nc2ccccc2)nc(N(C)C)n1 (centres undefined)
 : -1%	2%	-0.6%	-1%	?	?	3%	0%	-5	-11%	-6%
> CCC(C)NC(=O)c1ccc2nc(Cc3ccc(OC)cc3)oc2c1 (centres undefined)
 : 2%	4%	-0.4%	-3%	1%	-8%	-4%	1%	20	0%	22%
> Cc1ccc(Cl)cc1NC(=O)CN1C(=O)COc2ccc(S(=O)(=O)N3CCOCC3)cc21
 : 2%	6%	0.4%	1%	3%[9.26 µM]	25%	-2%	-2%	-3	-2%	-2%
> O=C(O)CCNS(=O)(=O)c1ccccc1C(F)(F)F
 : 8%	-2%	0.3%	2%	4%	3%	2%	-1%	2	0%	-1%
> CC1=C(c2ccccc2)CCC1=O
 : -4%	·	·	1%	·	13%	·	·	·	-4%	0%
> COc1ccc(C(=O)NCc2nnc(SCC(=O)Nc3ccccc3OC)o2)cc1
 : 1%	-4%	-0.1%	2%	-1%	0%	3%	0%	0	-8%	8%

# Entries of single compounds, quoted from the list. Values in the order: uPA surface inh, Eya2 phos inh, B2AR arrestin, S-ASM inh, ELG1 genotoxic, a7 integrin act, p53 reactivation, USP2a block, TRPV1 ag, TSG101-PTAP inh, BRCA1 expr up
# `CC1=C(c2ccccc2)CCC1=O` is listed with -4%, ·, ·, 1%, ·, 13%, ·, ·, ·, -4%, 0%
# `FC(F)(F)c1nc(-c2ccccc2)ncc1-c1nnnn1-c1ccccc1` is listed with 4%, -12%, -0.4%, -7%, -15%, -11%, -1%, -8%, 1, 0%, -45%
# `Cc1ccc(Cl)cc1NC(=O)CN1C(=O)COc2ccc(S(=O)(=O)N3CCOCC3)cc21` is listed with 2%, 6%, 0.4%, 1%, 3%[9.26 µM], 25%, -2%, -2%, -3, -2%, -2%
# `COc1ccc(C(=O)NCc2nnc(SCC(=O)Nc3ccccc3OC)o2)cc1` is listed with 1%, -4%, -0.1%, 2%, -1%, 0%, 3%, 0%, 0, -8%, 8%
# `CCC(C)NC(=O)c1ccc2nc(Cc3ccc(OC)cc3)oc2c1` (centres undefined) is listed with 2%, 4%, -0.4%, -3%, 1%, -8%, -4%, 1%, 20, 0%, 22%

# The list continues:
# Value order: uPA surface inh	Eya2 phos inh	B2AR arrestin	S-ASM inh	ELG1 genotoxic	a7 integrin act	p53 reactivation	USP2a block	TRPV1 ag	TSG101-PTAP inh	BRCA1 expr up
> O=C(NCc1cccs1)C1CCC(CNS(=O)(=O)c2cccs2)CC1 (centres undefined)
 : 0%	-2%	0.0%	4%	-2%	-9%	-1%	1%	-1	0%	-13%
> O=C1Nc2ccccc2OC1CC(=O)N1CCOCC1 (centres undefined)
 : -7%	19%	0.1%	2%	2%	0%	9%	1%	-2	-3%	-5%
> Cc1ccc(-c2c[n+](CC(=O)c3ccc(Br)cc3)c3n2CCCCC3)cc1
 : -15%	-3%	0.3%	-4%	-9%	-51%[inhibitor]	-6%	-5%	-7	0%	-54%
> CC1(CCc2ccccc2)NC(=O)N(CC(=O)Nc2ccccc2)C1=O (centres undefined)
 : -1%	0%	0.5%	-3%	10%	-9%	1%	7%	14	-13%	0%
> Cc1c(/C=C2\NC(=O)NC2=O)c2ccccc2n1C
 : 1%	-1%	-0.3%	6%	4%	0%	-3%	0%	-4	0%	-31%
> O=C(CSc1nc2ccccc2c(=O)n1-c1ccccc1)NCC1CCCO1 (centres undefined)
 : 5%	15%	-0.3%	6%	3%	9%	-1%	2%	0	-4%	-8%
> COc1ccc(N(C)S(=O)(=O)c2cccc(C(=O)OCC(=O)NCc3ccccc3OC)c2)cc1
 : 2%	-1%	-0.2%	-2%	-1%	20%	-2%	-4%	?	-5%	0%
> FC(F)(F)c1cc(CCN2CCNC[C@@H]2Cc2ccccc2)cc(C(F)(F)F)c1
 : -2%	·	·	-5%	·	-42%	·	·	·	-9%	-78%
> CC1CCCC(C)N1C(=O)CSc1nnc(COc2cccc3cccnc23)o1 (centres undefined)
 : -2%	5%	-0.1%	1%	2%	-21%	0%	-1%	2	-4%	-7%
> CCOC(=O)c1c(C2COc3ccccc3O2)csc1NC(=O)c1ccccc1 (centres undefined)
 : ·	7%	0.0%	-1%	0%	-26%	1%	7%	0	0%	3%
> Cc1ccc(C(=O)N/C(=C/c2ccc(-c3cccc([N+](=O)[O-])c3)o2)C(=O)NCCCN(C)C)cc1
 : 1%	3%	0.0%	-10%	19%	-71%[inhibitor]	0%	9%	2	1%	-15%
> Cc1cc(N2CCCCC2)nc2ccc(NC(=O)CCC(=O)NCCC(C)C)cc12
 : 0%	-3%	-0.5%	·	?	-30%	19%	-5%	12	-7%	?
> COc1ccc(OC)c(C2NC(=O)N(C)C(C)=C2C(=O)OCc2ccccc2)c1 (centres undefined)
 : 0%	-14%	0.5%	-5%	-3%	-1%	·	0%	13	-11%	0%
> Cc1n[nH]c(=O)nc1NCCc1ccccc1
 : -1%	0%	-0.2%	0%	1%	9%	-5%	0%	-4	-8%	0%[1.84 µM]
